Source: PubChem (Broad Institute)
FN deposition inh – fibronectin deposition inhibition; inhibition, % at 12.6 µM; 350,000 compounds, 0.086% hits; AH1F fibroblasts, Alexa488-fibronectin deposition fluorescence, overnight;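 active = mean inhibition across replicates of 30% or more, regardless of how many single replicates reach that level; inconclusive = mean under 30% yet at least half of replicates reach 30%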;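 note: positive control wells lacked labelled fibronectin entirely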
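Material: AH1F fibroblast monolayer depositing Alexa488-labelled fibronectin into matrix / Amount: 10000 AH1F cells per well / Signal: fluorescence 485/525 nm / Medium: DMEM, 2% serum / Compound: single dose, pinned / Incubation: 1 h cell adhesion before compound, then overnight fibronectin incubation / Reagent: Alexa488-FN, 24 nM final / Read-out: inhibition of fibronectin deposition signal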
PglD inh – PglD (C. jejuni) enzyme inhibition | 360,000 compounds, 0.098% hits | purified PglD enzyme, DTNB colorimetric CoA detection | AID 602405 | inhibition, % at 12.5 µM; in the data active = inhibition above about 16%, passing the limit was not always enough; inconclusive = no clear call, values can overlap the other calls; note: strong numbers were not always called active
LGR2 inh – Drosophila LGR2 receptor signaling inhibition; HEK293 LGR2, CRE-luciferase, bursicon-stimulated, 4 h; inhibition, % at 9.99 µM; 380,000 compounds, 0.35% hits;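 active = drop in luminescence signal, shown as inhibition above about 50% in the replicate tests, limit read from the data, passing the limit was not always enough; inconclusive = probably only some replicates passing the limit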;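 note: agonist challenge used bursicon conditioned medium at about half maximal strength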
PAX8 reporter – inhibitors of PAX8 transcriptional activity in RMG-I cells. RMG-I TPO-luciferase reporter, SteadyGlo, 24 h. AID 652154. 360,000 compounds, 1.2% hits. inhibition, % at 12.6 µM;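 active = mean replicate inhibition at least 60% with every replicate also reaching 60%; inconclusive = only one of the two criteria is met; inactive = mean below 60% and not all replicates reaching 60%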;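 note: luciferase light reporting Pax8 driven TPO promoter activity; plate controls were median of neutral control wells for no effect and mitoxantrone controls for full effect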
PGC1a acetyl inh – lowers PGC1a acetylation signal in U2OS cells; inhibition, % at 15.6 µM; AlphaScreen anti-acetyl-lysine; with virally co-expressed GCN5 acetyltransferase; 350,000 compounds, 0.17% hits;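 active = every replicate shows inhibition of at least 40%; inconclusive = mean inhibition at least 40% but some replicate below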;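 note: 0% = neutral control wells and 100% = positive control wells; some results beyond the cut were filed as inactive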
S100A4 inh HTS – inhibitors of human S100A4 binding to myosin IIA peptide. inhibition, % at 10.7 µM. 360,000 compounds, 0.14% hits. S100A4/TAMRA-MyoIIA peptide fluorescence polarization;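 active = mean inhibition of at least 70% across replicates, with every replicate also reaching that level; inconclusive = mean inhibition reaches 70% but some replicates fall short; inactive = mean inhibition below 70%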
Target sequence (P26447 whole entry, looked up): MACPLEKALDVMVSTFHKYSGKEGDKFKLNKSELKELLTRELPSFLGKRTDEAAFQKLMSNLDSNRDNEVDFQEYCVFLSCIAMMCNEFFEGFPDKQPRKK
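Test system: S100A4 monomer protein. Medium: HEPES buffer with Ca2+, pH 7.2. Reagent: fluorescent myosin IIA peptide, 5 nM. Compound dosing: single-point compound testing. Timing: 5 min between mix addition and reading. Benchmarks: DMSO neutral and TFP positive wells.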
EWS-Fli inh – blocks EWS/Fli oncoprotein-driven transcription. A673 NR0B1-luciferase reporter, viability-normalised. inhibition, % at 12.6 µM. 350,000 compounds, 0.67% hits. AID 651661;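 active = mean inhibition of at least 50% after viability correction, with every replicate also passing that limit; inconclusive = mean reaches 50% but only one of two replicates passes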;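 note: firefly luciferase signal divided by Alamar Blue viability fluorescence both relative to DMSO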
ERAP1 HTS inh – ERAP1 (human) enzyme inhibition | Q9NZ08 | recombinant ERAP1, Leu-AMC fluorescence, 60 min | inhibition, % at 10.7 µM | 340,000 compounds, 0.15% hits | AID 652197;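 active = mean replicate inhibition of at least 30%, or all replicates individually reaching that 30% level; inactive = mean below 30% and not every replicate reaching it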;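 note: 0% = neutral control wells and 100% = L-leucinethiol positive control wells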
Target sequence (Q9NZ08 whole entry, looked up): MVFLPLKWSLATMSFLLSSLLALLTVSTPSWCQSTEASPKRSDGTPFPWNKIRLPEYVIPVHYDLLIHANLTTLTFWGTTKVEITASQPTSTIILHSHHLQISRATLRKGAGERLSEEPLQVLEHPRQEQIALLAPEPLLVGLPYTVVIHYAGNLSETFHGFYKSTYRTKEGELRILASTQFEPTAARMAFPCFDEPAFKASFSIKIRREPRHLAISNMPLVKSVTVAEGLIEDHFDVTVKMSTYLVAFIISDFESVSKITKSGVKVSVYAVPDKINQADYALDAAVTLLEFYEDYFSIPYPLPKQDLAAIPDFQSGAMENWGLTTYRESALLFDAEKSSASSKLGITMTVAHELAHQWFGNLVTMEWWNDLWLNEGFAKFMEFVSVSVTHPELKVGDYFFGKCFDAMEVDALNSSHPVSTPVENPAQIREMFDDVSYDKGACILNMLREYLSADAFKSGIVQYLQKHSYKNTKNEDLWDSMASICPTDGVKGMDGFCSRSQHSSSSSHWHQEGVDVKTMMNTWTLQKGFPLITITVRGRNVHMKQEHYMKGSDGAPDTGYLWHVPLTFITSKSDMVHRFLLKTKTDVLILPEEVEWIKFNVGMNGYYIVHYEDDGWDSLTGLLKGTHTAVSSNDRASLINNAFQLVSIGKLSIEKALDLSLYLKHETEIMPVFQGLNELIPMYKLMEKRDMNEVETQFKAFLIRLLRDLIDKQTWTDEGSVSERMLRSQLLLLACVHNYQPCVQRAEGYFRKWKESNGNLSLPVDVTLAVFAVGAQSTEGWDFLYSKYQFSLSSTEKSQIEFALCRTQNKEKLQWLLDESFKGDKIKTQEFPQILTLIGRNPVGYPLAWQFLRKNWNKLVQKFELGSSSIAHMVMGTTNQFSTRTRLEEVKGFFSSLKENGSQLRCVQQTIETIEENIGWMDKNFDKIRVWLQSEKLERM
Numbers without * were called inactive; ? = inconclusive; · = not tested or not shown; & = joins results of further samples. Rows were taken by chance; any-hit rate near 2.1%.

SMILES	FN deposition inh	PglD inh	LGR2 inh	PAX8 reporter	PGC1a acetyl inh	S100A4 inh HTS	EWS-Fli inh	ERAP1 HTS inh
COCCNC(=O)C1(C)CCCN(C(=O)c2c(-c3ccccc3)noc2C)C1 (centres undefined)	·	-2	4	1	-12	1	-3	-3
CCCCCCc1nnc(N)s1	·	4	-4	·	6	7	4	3
CC(C)Nc1nc(Oc2ccc(=O)n(-c3ccccc3)n2)nc(N(C)C)n1	0	·	-3	5	·	-2	2	·
C[C@H]1CN([C@@H](C)CO)C(=O)c2cc(NC(=O)CCCN(C)C)ccc2O[C@H]1CN(C)S(C)(=O)=O	·	-7	-3	-3	1	-1	·	0
CNC(=O)C[C@H]1CC[C@H]2[C@@H](COc3ccc(NC(=O)NC(C)C)cc3C(=O)N2C)O1	-8	1	-7	-15	-4	·	-4	·
CCc1sc(C(=O)Nc2ccc3nc(C)sc3c2)cc1C	2	3	·	-122	-1	-5	-113	5
CNC(=O)C[C@@H]1CC[C@@H]2[C@H](COC[C@@H](O)CN2Cc2ccccc2F)O1	-11	-1	-1	·	1	13	·	-1
O=C(O)C[C@H]1C[C@@H]2c3cc(NC(=O)c4cccnc4)ccc3O[C@@H]2[C@H](CO)O1	-7	-3	6	·	9	4	-6	-2
COc1ccc(Nc2nc(Cl)nc(Nc3ccc(OC)cc3OC)n2)c(OC)c1	-5	0	-8	6	6	4	-3	6
O=C(COC(=O)CSc1ccc2ccccc2c1Br)NC1CC1	-1	2	4	5	-10	-28	-1	0
CC1(c2ccc3ccccc3c2)NC(=O)N(CC(N)=O)C1=O (centres undefined)	-9	2	18	4	6	3	0	0
CC1CCCCN1CCCNC(=O)c1nn(C)c2c1CSc1ccccc1-2 (centres undefined)	5	3	-14	-7	19	-25	-10	3
COc1ccc(C(=O)NCC(=O)OCc2ccc(Br)cc2)cc1	-4	·	7	-5	2	1	-21	-2
Cc1c(OCC(=O)Nc2cccnc2)ccc2c3c(c(=O)oc12)CCC3	4	-2	-50	-28	1	4	-82	-3
O=C(Cc1ccccc1F)Nc1nc(-c2ccc(F)c(F)c2)cs1	-4	-6	-48	-35	-48	8	-93	-3
Cc1ccc(CN2CCN(C(=O)CCC(=O)Nc3nnc(C(C)C)s3)CC2)c(C)c1	-1	5	-6	5	-15	1	9	-2
Cc1ccc(SCCNC(=O)CN2C(=O)c3ccccc3S2(=O)=O)cc1	7	3	·	-1	7	·	·	·
S=C(NCc1cccnc1)Nc1cc(Cl)cc(Cl)c1	0	·	-2	12	4	4	0	-3
CCCn1c2ccccc2c2cnn(CC(=O)O)c(=O)c21	3	-5	1	-12	35	-4	5	-1
N#C[C@H]1[C@@H](c2ccc(C3=CCCC3)cc2)[C@@H](CO)N1C(=O)c1ccccn1	4	-2	12	-2	-8	50	-8	0
COC(=O)C1=C(C)N(Cc2ccccc2C(F)(F)F)C(=NCc2ccc(C(F)(F)F)cc2)NC1c1cccc(C(F)(F)F)c1 (centres undefined)	-6	·	-4	14	·	0	2	-2
COc1cc(C2CC(=O)Nc3ccccc3S2)cc(OC)c1OC (centres undefined)	·	0	-25	·	·	-1	·	0
CCC(C)(C)NC(=O)c1ccc(Sc2nncn2C)c([N+](=O)[O-])c1	3	7	-13	-7	·	-15	7	-2
Cc1c(C(=O)N2CCCC(C)C2)sc2ncnc(N3CCCCC3C)c12 (centres undefined)	-7	-1	-2	2	-10	1	9	0
CO[C@@H]1CN(C)C(=O)c2ccc(NC(C)=O)cc2OC[C@@H](C)N(Cc2cccc(F)c2)C[C@@H]1C	0	·	3	·	-4	·	5	·
COc1cccc(NC(=S)N2CCN(C(c3ccccc3)c3ccccc3)CC2)c1	19	-14	1	-18	-10	-6	12	-1
CCN1[C@H](C(=O)NC2Cc3ccccc3C2)[C@@H](CO)[C@@H]2Cn3c(ccc(C4=CCCCC4)c3=O)[C@@H]21	·	-3	-9	·	·	-5	-4	0
CC(C)NC(=O)N(C)C[C@@H]1Oc2ccc(NC(=O)CCCCCC(=O)Nc3ccccc3N)cc2C(=O)N([C@@H](C)CO)C[C@@H]1C	·	-4	8	·	-6	5	-1	-4
Cc1cccc(CSc2ccc3nnc(-c4cccs4)n3n2)c1	5	·	-4	0	2	1	3	1
O=C(C[C@H]1C=C[C@H](NS(=O)(=O)c2ccccc2)[C@@H](CO)O1)NCc1ccccc1F	·	3	5	-15	2	-4	-2	-1
CCCNC(=O)C[C@H]1CC[C@@H]2[C@@H](COc3ccc(NC(=O)CC)cc3C(=O)N2C)O1	1	2	-5	-18	1	1	-6	0
O=C(Cn1c(=O)oc2cc(S(=O)(=O)NCc3ccccc3)ccc21)NCc1ccco1	-6	-6	14	12	0	1	6	2
CSc1ccc(S(=O)(=O)Nc2ccc3c(c2)OCCO3)cc1	0	4	12	5	-10	2	11	1
COc1ccc(NC(=O)Nc2ccc3c(c2)CC(=O)N([C@@H](C)CO)C[C@H](C)[C@@H](CN(C)C(=O)Nc2c(C)noc2C)O3)cc1	·	3	-2	-23	-9	·	0	·
COc1ccc(CN2C(=O)c3cccnc3C2=O)cc1S(=O)(=O)N1CCCC(C)C1 (centres undefined)	-4	-2	-1	5	12	-2	8	2
COc1ccccc1C(=O)Nc1cc(C)on1	-6	7	-14	-55	-4	2	-74	-3

Among those listed so far, these have bromine:
SMILES	FN deposition inh	PglD inh	LGR2 inh	PAX8 reporter	PGC1a acetyl inh	S100A4 inh HTS	EWS-Fli inh	ERAP1 HTS inh
O=C(COC(=O)CSc1ccc2ccccc2c1Br)NC1CC1	-1	2	4	5	-10	-28	-1	0
COc1ccc(C(=O)NCC(=O)OCc2ccc(Br)cc2)cc1	-4	·	7	-5	2	1	-21	-2

Next part
SMILES	FN deposition inh	PglD inh	LGR2 inh	PAX8 reporter	PGC1a acetyl inh	S100A4 inh HTS	EWS-Fli inh	ERAP1 HTS inh
COc1ccc(C(=O)C2CCCN(C(=O)Cn3cncn3)C2)cc1OC (centres undefined)	1	1	17	-7	·	1	·	0
O=C(C[C@H]1C=C[C@@H](NC(=O)Nc2ccc3c(c2)OCO3)[C@H](CO)O1)NCc1ccc(F)cc1	·	-2	8	-4	7	0	-8	-3
C[C@@H]1CCCCO[C@H](CN(C)S(C)(=O)=O)[C@H](C)CN([C@@H](C)CO)C(=O)c2cc(NS(=O)(=O)c3ccc(F)cc3)ccc2O1	·	0	-1	9	-16	-9	-9	-1
CCOc1ccc(NS(=O)(=O)c2ccc(C(=O)NCC3CCCO3)cc2)cc1 (centres undefined)	8	5	-10	-1	-1	1	-2	-1
Cc1ccc(S(=O)(=O)CC(C)(O)CS(=O)(=O)c2ccc(C)cc2)cc1	-6	-4	12	4	-2	6	8	·
O=C(NCc1ccccc1)C(c1cccnc1)N(C(=O)c1csnn1)c1ccccc1 (centres undefined)	-1	1	-7	0	-11	-1	-8	0
COc1ccccc1NC(=O)CC(c1ccc(F)cc1)c1ccco1 (centres undefined)	2	·	-3	12	·	-1	-4	-1
CNC[C@H]1OCCCC[C@@H](C)Oc2ccc(NC(=O)NC3CCCCC3)cc2C(=O)N([C@@H](C)CO)C[C@H]1C	·	·	4	-2	-7	·	-4	·
Cc1cccc(OCCNC(=O)CCNS(=O)(=O)c2ccc3ccccc3c2)c1	3	-1	-8	16	·	-2	9	1
Cc1ccc(CNn2cnnc2SCC(=O)NC(C)(C)C)cc1	-3	0	·	17	?	·	·	·
CN=C1S/C(=C\c2ccc(SC)cc2)C(=O)N1C	-3	-1	-45	-117	·	1	-131	0
Cc1sc2nc(COC(=O)C(NC(=O)c3ccc(Cl)cc3Cl)C(C)C)[nH]c(=O)c2c1C (centres undefined)	6	-1	26	-5	-2	-8	7	2
O=C(c1ccc(Cl)cc1)N1CCN(S(=O)(=O)/C=C/c2ccccc2)CC1	0	2	15	8	0	-2	9	1
CN(CC(=O)NC1(C)CCS(=O)(=O)C1)S(=O)(=O)c1ccc(Cl)cc1 (centres undefined)	-4	-1	-2	-7	·	-3	-7	-4
COC(=O)CC1c2ccccc2S(=O)(=O)N1Cc1ccccc1 (centres undefined)	-2	-1	4	9	·	·	-7	·
CCn1cc(C(=O)O)c(=O)c2cc(F)c(N3CCN(C(=S)Nc4ccc(OC)cc4)CC3)cc21	-11	·	-2	10	3	-1	16	-2
CCC(C)C(=O)N1c2ccccc2C(=C2SC(C(=O)OC)=C(C(=O)OC)S2)C(=S)C1(C)C (centres undefined)	1	-3	·	18	-6	3	·	3
COCC(=O)N1CC[C@H]2[C@@H]1c1cc(-c3cccc(F)c3)ccc1N(C)[C@H]2CO	-18	-3	9	3	-1	-4	10	0
COC(=O)N[C@H](c1ccccc1)[C@@]1(C)C[C@@H]1[C@@H](C)C(=O)Nc1ccc2ccccc2c1	-11	3	11	28	-8	-38	-1	·
COC(=O)c1cc(OC)c(OC)c(OC)c1N	-8	-5	·	14	-5	·	·	·
Cc1c(NC(=O)C(C)OC(=O)c2ccc(Cl)nc2)c(=O)n(-c2ccccc2)n1C (centres undefined)	3	4	-3	-8	·	·	·	·
Cc1c(C)n(CC(O)CNc2ccccc2)c2ccccc12 (centres undefined)	1	·	22	19	·	-5	10	1
O=C(NCCCl)Nc1ccccc1NS(=O)(=O)c1cccs1	8	-4	-7	-6	23	-2	-16	-1
CN(C)c1ccc(NC(=O)c2cnsn2)cc1	1	3	71*	-8	-1	-6	22	-3
COc1ccc(CCNC(=O)Cn2c(=O)n(-c3ccc(C)c(F)c3)c(=O)c3sccc32)cc1OC	9	-2	22	15	5	3	18	-4
O=C(O)Cc1ccc(NC(=O)c2ccc3c(c2)C(=O)N(Cc2ccccc2)C3=O)cc1	-2	5	16	-6	-2	-2	4	-4
O=C(NCCN1CCCCC1)c1ccc(/C=N/O)nc1	7	2	10	12	·	-5	-6	-3
Cc1ccc(S(=O)(=O)c2nc(S(C)(=O)=O)sc2N2CCC(C(N)=O)CC2)cc1	-5	-1	2	24	-4	-1	12	2
CCOc1ccc(NC(=O)c2cn(CC(C)C)c(=O)c3c2c2ccccc2n3C)cc1	1	1	4	2	-2	·	·	·
N#C/C(=C(/O)c1ccco1)c1nc2ccccc2s1	3&-1	-6	-39	0&-96	2	1	-48	·
Cc1cccc(C(=O)OCC(=O)NC2CC2)c1O	12	-5	-3	-19	-6	-2	-3	0
COc1ccc(-c2c(-c3ccccc3OC)oc3ccccc23)cc1F	2	2	-7	-1	-6	0	-10	3
CNC(=O)C[C@@H]1CC[C@@H]2[C@@H](COc3ccc(NS(=O)(=O)c4ccccc4C)cc3C(=O)N2C)O1	-25	3	1	-8	2	-3	0	-1
COc1ccc(N2CCN(C(=O)c3ccccc3N(C)S(=O)(=O)c3ccc(C)cc3)CC2)cc1	6	-3	25	20	·	4	·	-1
CCCCn1c(=O)[nH]c(=O)c2c1nc(-c1ccc(OCCC)c(OCC)c1)n2C	-12	-7	-4	6	?	1	2	-5
Cc1nc2c(-c3ccc(F)cc3)c(C)nn2c(C)c1CCC(=O)N1CCC(Cc2ccccc2)CC1	-4	2	20	6	0	-1	-1	5
CC(=O)N/N=C(/c1ccccc1)C(O)c1ccccc1 (centres undefined)	-2	1	6	16	-6	-7	7	-1
